M1 ag = agonists of human M1 muscarinic receptor; P11229; CHO-K1 hM1, Fluo-8 calcium fluorescence, agonist mode; 0% DMSO, 100% acetylcholine EC100; activation, % at 3 µM; hit rate 0.33% among 360,000;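 active = activation above the run's mean compound activation plus 3 SD, cut at about 16% in these data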;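 also: peak over basal fluorescence ratio within a 140 s kinetic read after compound addition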
Target sequence (P11229 whole entry, looked up): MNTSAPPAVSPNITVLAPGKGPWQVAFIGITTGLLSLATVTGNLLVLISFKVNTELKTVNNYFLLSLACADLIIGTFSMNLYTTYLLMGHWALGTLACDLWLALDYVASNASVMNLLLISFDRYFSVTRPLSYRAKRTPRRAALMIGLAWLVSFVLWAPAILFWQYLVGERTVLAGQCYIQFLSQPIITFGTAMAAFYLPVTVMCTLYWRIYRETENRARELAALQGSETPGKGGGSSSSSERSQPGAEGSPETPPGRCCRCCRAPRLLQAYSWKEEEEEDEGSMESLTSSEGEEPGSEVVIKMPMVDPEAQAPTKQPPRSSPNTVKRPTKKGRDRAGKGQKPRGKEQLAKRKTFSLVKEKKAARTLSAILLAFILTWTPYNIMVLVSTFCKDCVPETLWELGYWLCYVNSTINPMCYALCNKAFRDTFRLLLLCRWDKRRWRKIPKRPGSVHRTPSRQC
M1 antag = antagonists of human M1 muscarinic receptor; P11229; hit rate 1.3% among 360,000; inhibition, % at 3 µM; CHO-K1 hM1, Fluo-8 calcium fluorescence, ACh EC80 antagonist; AID 588852;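 active = percent inhibition above its own plate's cutoff, namely the mean of that plate's compound wells plus 3 SD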;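 also: peak over basal fluorescence ratio during 140 s after agonist addition; 0% = ACh EC80 plus DMSO and 100% = DMSO alone without agonist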
CHO-K1 Ca antag = counter-screen for M1 antagonists: effect in parental CHO-K1 cells; ATP-induced calcium, Fluo-8 fluorescence; inhibition, % at 3 µM; hit rate 0.6% among 360,000; AID 602250;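 active = inhibition above a per-plate cutoff, the plate's mean sample inhibition plus 3 SD, cut at about 24% in these data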;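 also: 0% = DMSO plus EC80 ATP and 100% = DMSO alone without ATP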
CHO-K1 Ca ag = nonselective activator or artifact in parental CHO-K1 cells; hit rate 0.48% among 360,000; activation, % at 3 µM; Fluo-8 calcium fluorescence; scaled to maximal ATP response, vehicle zero; in the data active = activation above about 15%;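 also: untransfected CHO-K1 host cells lacking M1 receptor as counterscreen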
CHO parental Ca = counter-screen: ATP calcium response change in parental CHO cells; hit rate 0.63% among 330,000; parental CHO-K1, ATP-induced calcium, Fluo-8 fluorescence; inhibition, % at 5.6 µM;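 active = inhibition above that plate's mean sample inhibition plus 3 SD, cut at about 26% in these data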;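 also: 0% = ATP-challenged DMSO wells and 100% = DMSO wells without ATP; some compounds past the cut are filed as inactive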
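test system = CHO parental line | reagent = ATP stimulus | measured by = intracellular calcium via Fluo-8 no-wash fluorescent dye | control set = ATP and no-ATP DMSO wells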
OXTR potentiator = human OXTR potentiation; P30559; hit rate 0.061% among 320,000; activation, % at 3 µM; CHO-OTR cells, Fluo-8 calcium fluorescence, potentiator mode; 0% = oxytocin EC15, 100% = EC100;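 active = activation above that plate's cutoff, the mean activation of tested compounds plus 3 SD, cut at about 6.6% in these data, passing the limit was not always enough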;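 also: 100% uses oxytocin at 75 nM as the full agonist control; some results filed as inactive read as strong as hits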
Target sequence (P30559 whole entry, looked up): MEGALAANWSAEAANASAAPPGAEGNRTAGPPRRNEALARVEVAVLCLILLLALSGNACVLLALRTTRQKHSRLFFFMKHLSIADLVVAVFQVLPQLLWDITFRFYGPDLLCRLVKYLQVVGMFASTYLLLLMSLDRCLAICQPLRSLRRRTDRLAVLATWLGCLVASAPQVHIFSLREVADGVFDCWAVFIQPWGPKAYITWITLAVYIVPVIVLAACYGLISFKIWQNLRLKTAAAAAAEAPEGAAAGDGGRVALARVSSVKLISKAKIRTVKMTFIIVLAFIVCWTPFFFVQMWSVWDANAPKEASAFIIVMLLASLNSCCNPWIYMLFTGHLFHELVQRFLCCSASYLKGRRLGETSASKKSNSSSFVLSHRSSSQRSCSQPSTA
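System: human OTR in CHO cells; Also added: sub-maximal oxytocin, roughly EC15; Timing: compound 6 min at room temperature before oxytocin, 100 s read; Technique: Fluo-8 intracellular calcium fluorescence, ex 470-495, em 515-575 nm; Controls: oxytocin EC15 low and EC100 high; Replication: singlicate.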
CHRM4 antagonist = CHRM4 antagonism in calcium assay; inhibition, % at 3 µM; AID 624125; hit rate 0.73% among 360,000; CHO-hM4 cells, ACh EC80, Fluo-8 calcium fluorescence;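 active = inhibition above its plate's cutoff, the mean inhibition of sample wells plus 3 SD, cut at about 27% in these data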;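 also: 0% = acetylcholine EC80 with DMSO and 100% = DMSO without agonist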
CHRM4 agonist = agonists of human muscarinic M4 receptor (CHRM4) | hit rate 0.14% among 360,000 | activation, % at 3 µM | CHO-K1 hM4/Gqi5, Fluo-8 calcium fluorescence; vehicle 0%, full acetylcholine response 100% | AID 624127 | P08173;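 active = activation above the run mean over all test wells plus 3 SD, cut at about 32% in these data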;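 also: peak over basal fluorescence ratio per well then scaled between controls; 0% = DMSO wells and 100% = acetylcholine at EC100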
M1 PAM = human CHRM1 positive allosteric modulation | P11229 | CHO-K1 hM1, Fluo-8 calcium fluorescence, ACh EC20; 0% = ACh EC20, 100% = maximal ACh | activation, % at 3 µM | hit rate 0.088% among 360,000 | AID 588819; in the data active = activation above about 19%, passing the limit was not always enough
* hit, by the source's call; . = no result given.

SMILES	M1 ag	M1 antag	CHO-K1 Ca antag	CHO-K1 Ca ag	CHO parental Ca	OXTR potentiator	CHRM4 antagonist	CHRM4 agonist	M1 PAM
C=C1CCN([C@@H](CC(C)C)C(=O)N2CCOCC2)S(=O)(=O)c2ccccc21	-1	-4	-17	-0.1	-23	-6	-7	1	5
CC(=O)N1CCC(O)(c2ccc3c(c2)OCO3)CC1	-1	-16	5	0.1	-10	-9	-4	0	9
CCCCn1c(N)c(N(CC(C)C)C(=O)c2cccc(S(=O)(=O)N3CCN(C)CC3)c2)c(=O)[nH]c1=O	-4	-15	-6	1.8	-23	-4	-16	2	12
CCOC(=O)c1c(C)[nH]c(C)c1C(=O)CN1C(=O)NC2(CCCCCC2)C1=O	-4	-7	-22	-0.7	-17	3	-12	0	5
O=C(NCCN1CCN(S(=O)(=O)c2ccc([N+](=O)[O-])cc2)CC1)C(=O)Nc1ccccc1	-5	1	-15	0.6	-7	-2	-6	3	8
Cc1ccc(S(=O)(=O)N(C)C)cc1NC(=O)CN1CCN(Cc2ccccc2)CC1	-7	4	0	0.2	-7	-7	-6	1	4
Cc1ccc(OCCC(=O)OCC(=O)NCCc2ccccc2)cc1	-5	-19	-23	0.8	-1	-3	-7	1	12
Cc1ccc(S(=O)(=O)N(C)/C(=N/S(=O)(=O)c2ccccc2)c2ccccc2)cc1	-6	8	7	-0.4	-4	1	4	0	-4
CN(C)c1ccc(C=c2c3ccccc3n3c2cc(-c2ccccc2)[n+]3C)cc1	-5	29	9	1.2	.	.	10	3	-12
CC1(c2ccccc2)NC(=O)N(CC(=O)NC(=O)NC2CCCC2)C1=O (stereo not given)	-4	-1	7	-0.4	5	-11	6	1	0
CCN(CC)S(=O)(=O)c1ccc(Cl)c(C(=O)Oc2cccc(-c3cnc4ccccc4n3)c2)c1	-2	-2	3	0.0	-13	-13	3	1	6
Cc1cc(C)nc(NC(=O)C(c2ccccc2)c2ccccc2)n1	-1	-10	-9	0.7	-13	1	2	2	-2
CC(Sc1nc(-c2ccccc2)cs1)C(=O)Nc1ccc(Cl)cn1 (stereo not given)	-3	2	7	0.2	-52	-13	-6	2	0
Cc1cccc(Sc2ccc([N+](=O)[O-])cn2)c1	-9	-11	-9	0.0	1	-5	2	-2	7
O=C(NNc1nc2ccc(F)cc2s1)c1cccc(F)c1	4	-1	-12	7.5	10	-10	-10	15	3
CC1CCCC/C1=N\NC(=S)Nc1ccccc1 (stereo not given)	-6	1	-5	0.3	18	-12	-3	0	5
COc1ccc(CC(=O)OC(C)C(=O)Nc2ccc(Cl)cn2)cc1 (stereo not given)	-5	-8	4	3.7	-19	-5	-3	0	9
O=C(c1ccc(CN2CCc3ccccc3C2)cc1)N1CCN(c2ccccc2)CC1	-9	-7	-11	3.8	-22	-5	-3	8	-4
CCN(CCn1cccn1)C(=O)C1CCC(=O)N(CCN2CCOCC2)C1 (stereo not given)	-2	-16	-13	1.7	10	-14	-8	0	11
CN[C@@H](CO)C(=O)NC[C@H]1O[C@@H](n2cc(C)c(=O)[nH]c2=O)C[C@@H]1O	-1	-9	1	-0.2	.	.	-4	1	3
COc1ccc(NC(=O)C2CCCN2C(=O)OC(C)(C)C)cc1 (stereo not given)	-9	0	5	0.1	-23	6	5	1	8
COc1ccccc1C(=O)N1CCN(c2cccc(C(F)(F)F)c2)CC1	-3	1	2	2.7	-9	-16	-3	6	1
COc1ccc(CNC(=O)C(c2ccc(C)o2)N(Cc2cccs2)C(=O)Cc2cccs2)cc1 (stereo not given)	5	40*	8	6.4	13	-19	25	18	-18
Cc1ncc([N+](=O)[O-])n1CC(=O)NC(C)(C)C	-2	-15	-9	0.2	-3	-5	-3	0	9
Cc1cccc(OCCC(=O)Nc2cc(S(=O)(=O)N3CCCCC3)ccc2N2CCOCC2)c1	-7	-1	-5	0.1	-10	-25	-4	0	8
O=C(NCc1cccnc1)c1nc(-c2ccc(C(F)(F)F)cc2)no1	-4	-2	-3	5.3	-7	-11	11	5	0
Cc1cc(NS(=O)(=O)c2ccc(NC(=O)COc3ccc(Cl)cc3)cc2)no1	-4	-7	3	0.4	-13	-15	4	0	12
CCN(CC)C(=O)c1ccc(Cn2cc([N+](=O)[O-])cn2)o1	-8	-9	-10	1.5	-15	-5	-9	2	8
Cc1ccc(-n2c(C)cc(C(=O)COc3cccnc3[N+](=O)[O-])c2C)cc1	-8	11	3	3.9	-7	-9	19	2	-11
O=C1N[C@H](Cc2ccccc2)COC(=O)[C@@H](Cc2ccc(F)cc2)CC/C=C/C[C@H]1CC(=O)N(CCO)Cc1ccccc1	-2	10	2	-0.4	-19	-8	-4	11	-7

Reformatted comma-delimited: entries from further up
SMILES,M1 ag,M1 antag,CHO-K1 Ca antag,CHO-K1 Ca ag,CHO parental Ca,OXTR potentiator,CHRM4 antagonist,CHRM4 agonist,M1 PAM
Cc1ccc(S(=O)(=O)N(C)/C(=N/S(=O)(=O)c2ccccc2)c2ccccc2)cc1,-6,8,7,-0.4,-4,1,4,0,-4
CC1CCCC/C1=N\NC(=S)Nc1ccccc1 (stereo not given),-6,1,-5,0.3,18,-12,-3,0,5

More compounds
SMILES	M1 ag	M1 antag	CHO-K1 Ca antag	CHO-K1 Ca ag	CHO parental Ca	OXTR potentiator	CHRM4 antagonist	CHRM4 agonist	M1 PAM
CC(C)C(C(=O)NCc1ccco1)N(CC1CCCO1)C(=O)CNS(=O)(=O)c1ccc(F)cc1 (stereo not given)	-4	-10	-17	0.4	-20	3	7	1	9
O=C(Nc1cnn(Cc2ccc(F)cc2)c1)c1noc2c1CCCC2	-1	-13	-11	1.3	-26	0	-2	2	9
COc1ccccc1C(C(=O)NC1CCCC1)N(C(=O)c1csnn1)C1CC1 (stereo not given)	-1	-10	-5	1.0	-24	-8	-22	4	15
Cc1ccc(NC2CCCN(C(=O)c3cc(C(C)C)[nH]n3)C2)cc1C (stereo not given)	-2	2	2	0.5	.	.	2	2	0
CN(C)c1ccc(/C=N/NC(=O)c2sccc2-n2cccc2)cc1	-4	9	17	-0.2	-1	-25	-5	-1	4
CCOc1ccccc1NC1=CC(=O)CC(c2ccccc2)C1 (stereo not given)	-1	-35	7	0.0	-13	-9	-4	0	5
Cc1ccc(/C=N/OC(=O)c2nn(C)cc2Cl)cc1	-7	2	6	-0.3	6	-2	1	1	-1
COc1ccccc1CCN1CCCC(CN(C)C(=O)c2ccoc2)C1 (stereo not given)	-5	44*	-8	0.4	-9	-5	6	0	-20
CC(c1ccccc1)N1C(=O)c2ccc(C(=O)NCc3cccnc3)cc2C1=O (stereo not given)	-3	-4	-6	6.7	5	-6	-1	7	1
Clc1ccc2nc(-c3ccccc3)c(Cc3ccsc3)n2c1	-5	-22	-13	2.5	.	.	-5	1	3
O=C(CN1C(=O)C2CCCCC2C1=O)Nc1ccc(OC(F)F)c(Cl)c1 (stereo not given)	-4	-18	-17	1.6	-6	-8	-7	3	17
Cc1ccc(CNC(=O)CCS(=O)(=O)c2cc(Br)cc3c2N(C(=O)C2CC2)CC3)o1	-5	-32	-4	-0.2	-27	-2	-19	1	7
O=C(c1ccccc1Br)N1CCC(c2nc3ccccc3s2)CC1	-6	9	-4	5.7	-20	-7	3	7	-14
COc1ccc(C)cc1-n1c(SCC(=O)Nc2cc(C)on2)nc2sc(C)c(C)c2c1=O	-5	-13	-6	0.6	-17	8	1	-1	3
COc1ccccc1N(CC(=O)N/N=C/c1ccccc1C(=O)O)S(C)(=O)=O	-2	-9	-12	1.2	-15	4	3	1	4

Some of these compounds in order of molecular weight, ascending.
SMILES	M1 ag	M1 antag	CHO-K1 Ca antag	CHO-K1 Ca ag	CHO parental Ca	OXTR potentiator	CHRM4 antagonist	CHRM4 agonist	M1 PAM
CCOc1ccccc1NC1=CC(=O)CC(c2ccccc2)C1 (stereo not given)	-1	-35	7	0.0	-13	-9	-4	0	5
Clc1ccc2nc(-c3ccccc3)c(Cc3ccsc3)n2c1	-5	-22	-13	2.5	.	.	-5	1	3
CN(C)c1ccc(/C=N/NC(=O)c2sccc2-n2cccc2)cc1	-4	9	17	-0.2	-1	-25	-5	-1	4
COc1ccccc1CCN1CCCC(CN(C)C(=O)c2ccoc2)C1 (stereo not given)	-5	44*	-8	0.4	-9	-5	6	0	-20
O=C(c1ccccc1Br)N1CCC(c2nc3ccccc3s2)CC1	-6	9	-4	5.7	-20	-7	3	7	-14
Cc1ccc(CNC(=O)CCS(=O)(=O)c2cc(Br)cc3c2N(C(=O)C2CC2)CC3)o1	-5	-32	-4	-0.2	-27	-2	-19	1	7

Next results follow:
SMILES	M1 ag	M1 antag	CHO-K1 Ca antag	CHO-K1 Ca ag	CHO parental Ca	OXTR potentiator	CHRM4 antagonist	CHRM4 agonist	M1 PAM
COc1ccc(/C=N/NC(=O)c2cc(-c3cccn3C)n[nH]2)cc1OC	-10	1	-9	3.3	-6	7	-7	5	4
CCC(c1nnnn1Cc1ccccc1)N(Cc1cc2cc(OC)ccc2[nH]c1=O)CC1CCCO1 (stereo not given)	-5	-19	-7	0.7	-26	-11	-5	2	9
O=S(=O)(Nc1cccc(-c2ccc3nncn3n2)c1)c1cccs1	-10	-5	10	0.8	-6	-6	6	2	6
CCOC(=O)c1ccc(NC(=O)Cn2nnc(-c3ccc(F)cc3)n2)cc1	-1	6	-6	0.8	15	-6	-18	2	-5
O=C(COc1ccccc1F)NCc1ccc(-n2cccc2)cc1	-3	-7	-11	1.0	-12	0	-5	0	4
O=C(CN1CCN(S(=O)(=O)c2ccccc2)CC1)Nc1ccccc1Cl	0	-4	-4	0.4	-21	-3	-1	1	1
CCn1c(C)nnc1SCC(=O)Nc1nccs1	-2	-4	-8	0.3	5	0	10	1	2
CCC(C)NC(=O)c1cc2c(=O)n3ccccc3nc2s1 (stereo not given)	-8	-11	-11	2.4	-6	-9	-10	3	6
CC(C)N1CCN(C(=O)c2ccc([N+](=O)[O-])cc2)CC1	-5	-5	-5	0.1	3	-1	6	0	9
N#Cc1ccc(COC(=O)c2ccc(N3CCCC3)c([N+](=O)[O-])c2)cc1	-5	0	10	0.0	-19	-7	-7	1	7

Compound activity as filed in PubChem.
